pPAFAH FP inh: pPAFAH enzyme inhibitors, primary screen, biochemical, fluorescence polarization, human. inhibition, % at 3.39 µM. AID 463082, 2010. 330,000 tested, 1.5% active. Platelet-activating factor acetylhydrolase (Homo sapiens), Q13093. recombinant pPAFAH, FP-rhodamine probe fluorescence polarization;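 active = inhibition above the mean inhibition across the screen plus 3 SD, cut at about 25% in these data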;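 also: inhibitors block binding of the rhodamine activity-based probe so polarization drops; 0% = enzyme with DMSO and 100% = wells lacking pPAFAH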
PREPL inhibitor: PREPL enzyme inhibitors, primary screen, biochemical, fluorescence polarization | inhibition, % at 5.96 µM | Prolyl endopeptidase-like (Homo sapiens), Q4J6C6 | recombinant PREPL, fluorescence polarization activity-based probe | 320,000 tested, 0.68% active; in the data active = inhibition above about 43%;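 also: 0% = enzyme with DMSO and 100% = wells lacking enzyme; many of its hits are not listed in these tables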
Target sequence (Q4J6C6 whole entry, looked up): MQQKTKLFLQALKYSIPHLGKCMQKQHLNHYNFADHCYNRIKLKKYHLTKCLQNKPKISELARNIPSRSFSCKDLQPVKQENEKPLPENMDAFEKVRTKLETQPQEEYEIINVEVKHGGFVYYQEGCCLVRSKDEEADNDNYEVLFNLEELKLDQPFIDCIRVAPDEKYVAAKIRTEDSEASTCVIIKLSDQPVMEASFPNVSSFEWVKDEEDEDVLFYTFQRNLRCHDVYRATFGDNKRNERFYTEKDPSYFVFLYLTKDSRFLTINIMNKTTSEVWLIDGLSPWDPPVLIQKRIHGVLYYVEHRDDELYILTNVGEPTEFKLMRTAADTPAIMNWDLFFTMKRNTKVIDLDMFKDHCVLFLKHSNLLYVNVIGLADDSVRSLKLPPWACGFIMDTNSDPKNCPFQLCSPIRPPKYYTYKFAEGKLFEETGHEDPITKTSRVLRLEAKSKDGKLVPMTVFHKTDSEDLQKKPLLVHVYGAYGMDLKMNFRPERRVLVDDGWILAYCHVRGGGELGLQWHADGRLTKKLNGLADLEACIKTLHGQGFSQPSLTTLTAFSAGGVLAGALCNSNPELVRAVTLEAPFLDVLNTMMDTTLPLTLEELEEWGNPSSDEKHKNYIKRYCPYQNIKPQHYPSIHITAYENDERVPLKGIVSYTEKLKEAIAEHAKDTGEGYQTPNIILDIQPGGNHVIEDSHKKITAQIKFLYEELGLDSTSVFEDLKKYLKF
LYPLA2 inh: LYPLA2 inhibitors, primary screen, counter-screen for PME1 inhibitor project, biochemical, fluorescence polarization, FP-Rh probe ABPP; recombinant LYPLA2; AID 2177, 2009; 320,000 tested, 0.38% active; Acyl-protein thioesterase 2 (Homo sapiens), O95372; inhibition, % at 5.9 µM;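 active = inhibition above the screen-wide mean plus 3 SD, limit set per campaign, cut at about 26% in these data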;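 also: 0% = LYPLA2 with DMSO and 100% = wells lacking LYPLA2 enzyme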
Target sequence (O95372 whole entry, looked up): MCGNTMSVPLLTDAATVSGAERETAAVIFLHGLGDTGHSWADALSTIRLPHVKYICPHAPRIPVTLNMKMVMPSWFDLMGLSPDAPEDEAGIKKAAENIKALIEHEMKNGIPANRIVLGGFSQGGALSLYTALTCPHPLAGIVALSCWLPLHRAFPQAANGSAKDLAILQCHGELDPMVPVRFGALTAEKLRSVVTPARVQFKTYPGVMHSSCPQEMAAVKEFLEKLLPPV
EBNA-1 inh: EBNA-1 DNA-binding inhibitors, primary screen, biochemical, fluorescence polarization. inhibition, % at 14.8 µM. 300,000 tested, 0.34% active. AID 1950, 2009; in the data active = inhibition above about 28%
PAFAH1B2 inh: PAFAH1B2 enzyme inhibitors, primary screen, biochemical, fluorescence polarization, human; Platelet-activating factor acetylhydrolase IB subunit alpha2 (Homo sapiens), P68402; AID 492953, 2010; 340,000 tested, 1.2% active; inhibition, % at 3.39 µM; recombinant PAFAH1B2, FP-rhodamine activity probe;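 active = inhibition above the mean of all tested compounds plus 3 SD, cut at about 24% in these data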;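 also: 0% = enzyme with DMSO and 100% = wells lacking PAFAH1B2; many of its hits are not listed in these tables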
LYPLA1 inh: LYPLA1 inhibitors, primary screen, counter-screen for PME1 inhibitor project, biochemical, fluorescence polarization, FP-Rh probe ABPP | Acyl-protein thioesterase 1 (Homo sapiens), O75608 | recombinant LYPLA1 | inhibition, % at 5.9 µM | 320,000 tested, 0.16% active | AID 2174, 2009;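 active = inhibition above the mean of all tested compounds plus 3 SD, set per campaign, cut at about 14% in these data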;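 also: inhibitors block serine hydrolase probe labeling of LYPLA1 so polarization falls; 0% = enzyme with DMSO and 100% = wells lacking LYPLA1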
PAFAH2 FP inh: PAFAH2 enzyme inhibitors, primary screen, biochemical, fluorescence polarization, human; inhibition, % at 3.39 µM; Platelet-activating factor acetylhydrolase 2, cytoplasmic (Homo sapiens), Q99487; 340,000 tested, 0.99% active; recombinant PAFAH2, FP-rhodamine activity probe;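 active = inhibition above the mean over all tested compounds plus 3 SD, cut at about 30% in these data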;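 also: inhibitors block probe labeling of enzyme so polarization drops; 0% = enzyme with DMSO and 100% = wells lacking PAFAH2 protein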
ZTA counter: ZTA (EBV) inhibition in EBNA-1 counter-screen | P03206 | ZTA-DNA binding, fluorescence polarization | inhibition, % at 11 µM | 320,000 tested, 0.15% active | AID 2234; in the data active = inhibition above about 33%
PAFAH1B3 FP inh: PAFAH1B3 enzyme inhibitors, primary screen, biochemical, fluorescence polarization, human; Platelet-activating factor acetylhydrolase IB subunit alpha1 (Homo sapiens), Q15102; recombinant PAFAH1B3, FP-rhodamine probe; inhibition, % at 3.39 µM; 340,000 tested, 0.28% active; AID 492972, 2010;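 active = inhibition above the screen-wide average of all tested compounds plus 3 SD, cut at about 25% in these data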;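 also: 0% = enzyme with DMSO only and 100% = wells lacking PAFAH1B3 protein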
* = called active by the depositor; x = no result given. The list is partial, so the mix of outcomes need not match the whole.

Each structure is followed by: pPAFAH FP inh | PREPL inhibitor | LYPLA2 inh | EBNA-1 inh | PAFAH1B2 inh | LYPLA1 inh | PAFAH2 FP inh | ZTA counter | PAFAH1B3 FP inh
> Cc1cc(NC(=O)C(=O)c2c(C)[nH]c3ccccc23)no1
→ 1 | -4 | 1 | -1 | 5 | -1 | 4 | -1 | 13
> O=C1Nc2ccccc2/C1=C/c1cccnc1
→ 3 | -3 | -4 | 0 | 4 | 0 | 9 | 13 | 9
> COC(=O)c1c(NC(=O)C(C)C)sc2c1CCN(Cc1ccccc1)C2
→ 2 | 2 | 0 | 0 | 8 | 1 | 1 | -4 | 2
> O=C(O)COc1ccc(NC(=O)C(c2ccccc2)c2ccccc2)cc1
→ 2 | 3 | 0 | 4 | 6 | 3 | 5 | 5 | -2
> CC(CN1CCCCC1)C(=O)NNC(=O)C12CC3CC(CC(C3)C1)C2 (centres undefined)
→ 1 | 9 | -1 | -17 | 1 | 2 | 6 | 2 | 1
> O=C(Cc1csc(Nc2nc(=S)[nH]c3ccccc23)n1)N1CCN(c2cccc(Cl)c2)CC1
→ 3 | -15 | -1 | 1 | 6 | 1 | 4 | -6 | 7
> Fc1ccc(NCc2cccnc2)cc1
→ 2 | -4 | 5 | -3 | -4 | -1 | -6 | -5 | -1
> O=C(Nc1nc2c(s1)CCCC2)c1ccc2ncsc2c1
→ -2 | 4 | -1 | -18 | 0 | -7 | 8 | -10 | -9
> O=C(CNC(=O)c1sc2ccccc2c1Cl)NCc1cccc(C(F)(F)F)c1
→ 2 | -4 | -2 | -5 | 4 | -2 | 6 | 2 | 6
> Cc1scc(C(=O)Nc2ccon2)c1-c1ccccc1
→ 6 | -5 | 9 | 16 | 6 | -1 | -2 | 19 | 5
> O=C(NC1CC1)C1CCN(S(=O)(=O)c2cc(Cl)ccc2Cl)CC1
→ 3 | 6 | 8 | -15 | 4 | 6 | 8 | -10 | 12
> COC(=O)c1cn(CCC#N)nc1-c1ccc2ccccc2c1
→ 6 | -1 | 14 | -15 | 3 | 3 | 2 | -22 | 8
> CC(C)c1ccc(/C=N/NC(=O)C(=O)NCCCN2CCOCC2)cc1
→ -2 | -2 | -8 | -6 | 3 | -3 | -5 | -15 | 4
> O=C(Nc1ccc(F)c(F)c1)C1CCCN1S(=O)(=O)c1ccc(F)cc1 (centres undefined)
→ 3 | -5 | 0 | 6 | 6 | -8 | -1 | 1 | 4
> CC(C(=O)OCC(=O)c1ccc([N+](=O)[O-])cc1)N1C(=O)C2C3C=CC(C3)C2C1=O (centres undefined)
→ 1 | -10 | -2 | -13 | 7 | 0 | -1 | -9 | 1
> Cc1cc(C)n2cc(CSCc3ccccc3)nc2n1
→ 5 | 15 | 3 | 16 | 5 | -3 | 7 | -12 | -4
> COC(=O)c1cnn(-c2cc(Oc3ccccc3)ncn2)c1N
→ -4 | -5 | -7 | -6 | -2 | 0 | 5 | -7 | 6
> O=C(COC(=O)/C=C/c1cccc(C(F)(F)F)c1)NCCN1C(=O)CSC1=O
→ 6 | 25 | -2 | x | 4 | -3 | -2 | -2 | 3
> O=C(O)c1ccccc1C(=O)NCCc1ccc(Cl)cc1
→ 6 | 1 | 0 | 3 | 30* | 2 | 7 | 6 | 14
> O=C(NCc1cccs1)c1ccc2ccccc2n1
→ 7 | 9 | -3 | 7 | 7 | -3 | 0 | 4 | 7
> Cc1ccc(S(=O)(=O)NCCC(=O)Nc2cc(F)ccc2C)cc1C
→ 3 | -4 | 3 | 9 | 3 | 1 | 2 | 7 | -6
> Cc1ccc(N2CCN(S(=O)(=O)c3ccc4oc(=O)ccc4c3)CC2)c(C)c1
→ 0 | -56 | -1 | -6 | -1 | -2 | -2 | -14 | 2
> CCCc1[nH]nc2c1C(c1cc(OC)ccc1F)C(C#N)=C(N)O2 (centres undefined)
→ -5 | 9 | -2 | -5 | 2 | -2 | 0 | 5 | 0
> O=C(Nc1nccs1)c1cnccn1
→ 0 | 26 | 6 | -1 | 1 | 3 | -2 | -2 | 0
> COc1ccc(C(C(=O)NC2CCCC2)N(CCC(C)C)C(=O)CCC(=O)Nc2cc(C)on2)cc1 (centres undefined)
→ 4 | -1 | 7 | 11 | 8 | 2 | 7 | 9 | 0
> O=S(=O)(c1cccc2ccccc12)N1CCSC1
→ -3 | -13 | 2 | 2 | 4 | 4 | 6 | -13 | 4
> COc1ccc(S(=O)(=O)Nc2c(NC3CCCCC3)c3ccccc3oc2=O)cc1Cl
→ -3 | -34 | -1 | 5 | 6 | -10 | 0 | 1 | 0
> CCC(=O)NCc1cc(-c2nn(C)c(=O)c3ccccc23)ccc1C
→ 0 | -5 | 6 | -6 | 1 | 2 | 16 | 2 | 6
> COc1cccc(CNC(=O)CCS(=O)(=O)c2ccc3c(c2)oc(=O)n3C)c1
→ 3 | -1 | -2 | -5 | 1 | -3 | 9 | 2 | 2
> Cc1noc(C)c1COC(=O)COc1ccc(C#N)cc1
→ -4 | -2 | -10 | -5 | -3 | -8 | -1 | -16 | 3
> CN(Cc1ccccc1)C(=O)COC(=O)c1cc(=O)[nH]c2ccccc12
→ -6 | -29 | x | x | 9 | x | -1 | x | 8
> O=C(Nc1ccc(Cl)cc1C(F)(F)F)C(Sc1nnc(-c2cccs2)o1)c1ccccc1 (centres undefined)
→ 2 | -6 | -2 | -4 | -2 | -7 | -6 | -10 | -1
> COc1ccc(C2(C)NC(=O)N(CC(=O)Nc3ccc(S(=O)(=O)N4CCCC4)cc3)C2=O)cc1 (centres undefined)
→ 2 | -1 | 0 | 10 | 0 | -2 | -3 | -6 | 5
> CS(=O)(=O)N1CCCC(C(=O)NCc2cccs2)C1 (centres undefined)
→ -6 | 15 | -2 | -2 | 5 | -1 | -2 | -6 | 13
> O=C(Nc1cccc(C(=O)O)c1)/C(=C\c1ccco1)NC(=O)c1ccc(Br)o1
→ 7 | -8 | 3 | 1 | 2 | -1 | 4 | 0 | 15
> COc1ccc(S(=O)(=O)NCc2ccco2)cc1-c1nnc2c3ccccc3c(C)nn12
→ 2 | 4 | 2 | 0 | 5 | 1 | 3 | 3 | 1
> Cc1cccc(NC(=O)CSc2cccc3cccnc23)c1C
→ 4 | 11 | 0 | 11 | 1 | -1 | 5 | 6 | 7
> Cn1nnnc1SCC(=O)N1CCN(c2cccc(Cl)c2)CC1
→ 3 | 12 | 0 | -9 | -3 | 4 | 3 | 2 | 3
> Cc1ccc2c(N)c(C(=O)c3ccccc3)sc2n1
→ 5 | 14 | -1 | 9 | 5 | 2 | 9 | -2 | 5
> CCOc1ccccc1C(=O)OCC(=O)NCc1ccc2c(c1)OCO2
→ -2 | 6 | x | x | 3 | x | 12 | x | 12
> CC1=C(C(=O)OC(C)(C)C)C(c2ccco2)C(C#N)=C(N)O1 (centres undefined)
→ -4 | 10 | 2 | -9 | 4 | 3 | 5 | -3 | 2
> CC1CCc2nn(CC(=O)Nc3c(F)cc(F)cc3Br)cc2C1 (centres undefined)
→ 1 | 2 | -4 | 0 | 5 | -3 | 4 | 17 | -2
> CCOc1ccccc1OCCCC(=O)NCCc1ccc(S(N)(=O)=O)cc1
→ 1 | 5 | 5 | 8 | -1 | 0 | 6 | 0 | 3
> Cc1ccc(NC(=O)/C=N/OCC(=O)NCc2ccccc2Cl)cc1
→ 3 | 1 | -1 | 7 | -4 | 0 | -5 | 17 | 1
> Cc1cccc(C(C)C)c1NC(=O)CSc1cccc[n+]1[O-]
→ 0 | 29 | x | x | 3 | x | 2 | x | 1
> Cc1ccc(-c2cc(C(=O)N3CCN(c4ncccn4)CC3)c3cc(Br)ccc3n2)o1
→ 2 | 1 | -10 | 5 | -9 | -3 | -5 | 6 | 0
> CCN(CC)S(=O)(=O)c1cccc2c(N(C)C)cccc12
→ 10 | 10 | 3 | 4 | 4 | 2 | -2 | -26 | -2
> CN(CC(=O)Nc1ccc(F)c(F)c1F)C(=O)C1CCN(C(=O)Nc2ccccc2)CC1
→ 2 | -6 | 3 | 10 | -1 | 3 | 5 | 17 | 4
> CCOC(=O)c1c(NC(=O)CN2CCOCC2)sc2c1CCCC2=O
→ 12 | 10 | 1 | 7 | -2 | 2 | -1 | 13 | 6
> O=C(Cn1cc(/C=C\[N+](=O)[O-])c2ccccc21)Nc1ccccc1
→ -16 | -24 | -6 | -17 | 1 | -6 | -5 | -8 | 9

Later entries
Each structure is followed by: pPAFAH FP inh | PREPL inhibitor | LYPLA2 inh | EBNA-1 inh | PAFAH1B2 inh | LYPLA1 inh | PAFAH2 FP inh | ZTA counter | PAFAH1B3 FP inh
> Cc1cccc(NC(=S)NC(C)C(c2cccs2)N2CCN(C)CC2)c1C (centres undefined)
→ 2 | 34 | 6 | 3 | 2 | -1 | -8 | -14 | 9
> CCC/C(=N\NC(=O)CNC(=O)c1ccc(Cl)cc1)c1ccccc1
→ 4 | -4 | -1 | -11 | 8 | 0 | 9 | -5 | 12
> O=C(N/N=C/c1ccncc1)c1cccc(N/N=C/c2ccncc2)c1
→ 7 | 18 | 1 | 9 | 3 | -1 | 1 | -6 | 1
> O=C(O)c1ccc(N2C(=O)CC(N3CCN(c4cccc(C(F)(F)F)c4)CC3)C2=O)cc1 (centres undefined)
→ 11 | -13 | 2 | 0 | 4 | -3 | -1 | 1 | 7
> C=CCOc1ccc(/C(O)=C2/C(=O)C(=O)N(CCCN3CCOCC3)C2c2ccccc2)cc1 (centres undefined)
→ 4 | -1 | 3 | -1 | -1 | -2 | -1 | -6 | -1
> O=C(CNC(=O)c1ccc(Cl)cc1)c1ccccc1
→ 6 | 2 | 1 | -3 | 4 | 1 | 0 | -1 | 5
> CN1C(=C2C(=O)OC(C)(C)OC2=O)Sc2ccccc21
→ 4 | 7 | 2 | 6 | -3 | -5 | -5 | 6 | 7
> COc1ccc(-c2nnn(CCc3nn[nH]n3)n2)cc1OC
→ 0 | 2 | 2 | 2 | 5 | -4 | 1 | 12 | 4
> Cc1nc(C(F)(F)F)ccc1C(=O)N1CCCCC1
→ 0 | -6 | 2 | -2 | 2 | 0 | -4 | -20 | 4
> CN1C(=O)C(c2ccccc2[N+](=O)[O-])C(=O)c2ccccc21 (centres undefined)
→ 1 | 1 | 0 | -16 | 5 | -2 | 7 | 7 | 3
> COc1ccc(NC(=O)N(C)C[C@H]2Oc3c(NC(=O)c4nc5ccccc5s4)cccc3C(=O)N([C@@H](C)CO)C[C@H]2C)cc1
→ 8 | 8 | x | x | 21 | x | 13 | x | 2
> CCOC(=O)Cc1csc(NC(=S)NC(=O)c2ccc(Cl)cc2)n1
→ 2 | -9 | 5 | 1 | -4 | -3 | 3 | -27 | 13
> CCCCc1ccc(NC(=O)Nc2c(C)n(C)n(-c3ccccc3)c2=O)cc1
→ 4 | 4 | 6 | 0 | 4 | 1 | -2 | -10 | -3
> CC(C)=CC(=O)Nc1ccc(S(=O)(=O)Nc2ccccn2)cc1
→ -1 | -4 | 0 | -4 | 1 | 3 | 1 | 3 | 6
